Bim-Mcl-1 = inhibitors of Bim-Mcl-1 interaction, human | AID 1009 | inhibition, % at 10 µM | 190,000 tested, 0.1% active | Q07820 | Bead-based flow cytometry, Bim peptide-Mcl-1 binding;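 also: 0% = no compound tracer wells and 100% = peptide blocker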
Target sequence (Q07820 whole entry, looked up): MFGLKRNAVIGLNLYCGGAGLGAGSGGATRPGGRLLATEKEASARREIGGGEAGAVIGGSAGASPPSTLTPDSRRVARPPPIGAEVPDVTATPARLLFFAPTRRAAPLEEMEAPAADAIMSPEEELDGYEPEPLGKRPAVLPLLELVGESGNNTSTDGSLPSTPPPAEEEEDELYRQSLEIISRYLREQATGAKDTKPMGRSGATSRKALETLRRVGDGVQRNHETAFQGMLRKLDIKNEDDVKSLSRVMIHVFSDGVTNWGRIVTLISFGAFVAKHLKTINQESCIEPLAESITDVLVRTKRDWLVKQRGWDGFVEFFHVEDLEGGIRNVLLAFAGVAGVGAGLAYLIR
Bim-Bfl-1 = disrupts Bim binding to human Bfl-1; inhibition, % at 10 µM; 190,000 tested, 0.12% active; Bead-based flow cytometry, Bim-Bfl-1 binding inhibition; Q16548;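 also: 0% = wells without compound plus tracer and 100% = blocker peptide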
Mcl1 Bid PPI = Mcl-1/Bid interaction inhibition; TR-FRET Mcl-1/Bid-Dy647 peptide binding, 1536-well; inhibition, % at 21.7 µM; 220,000 tested, 0.97% active;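 active = compounds that cut the binding signal by more than half at the single screening dose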;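 also: His-tagged Mcl-1 with europium anti-His antibody binding Bid BH3 peptide; 0% = Mcl-1 plus peptide wells and 100% = peptide-only wells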
RGS7-Gao reg = regulators of human RGS7-Galphao interaction | P09471 | Multiplexed bead flow cytometry, RGS7-Galphao binding; actives lie on both sides | binding response (% of control), % at 10 µM | 220,000 tested, 0.35% active; in the data active = binding response below about 49% or above about 150%; inconclusive = no clear call, values can overlap the other calls; inactive = in between;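 also: fluorescent Galphao held in activated GDP-AlF4 state binding bead-coupled RGS7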
Bim-Bcl-B = disrupts Bim peptide binding to human Bcl-B; Q9HD36; bead-based flow cytometry; inhibition, % at 10 µM; 190,000 tested, 0.073% active; AID 951;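 also: 0% = tracer peptide without compound and 100% = reference inhibitor peptide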
Target sequence (Q9HD36 whole entry, looked up): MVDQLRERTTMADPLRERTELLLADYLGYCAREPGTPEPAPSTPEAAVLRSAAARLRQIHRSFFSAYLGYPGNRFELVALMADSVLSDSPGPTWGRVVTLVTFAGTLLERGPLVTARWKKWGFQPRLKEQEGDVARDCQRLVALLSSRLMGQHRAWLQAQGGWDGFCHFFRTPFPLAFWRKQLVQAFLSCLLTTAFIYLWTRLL
RGS4-Gao reg = modulates binding of RGS4 to human Galphao | P09471 | Multiplexed bead flow cytometry; actives lie on both sides | binding response (% of control), % at 10 µM | 220,000 tested, 0.33% active; in the data active = binding response below about 49% or above about 150%; inactive = in between;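 also: fluorescent Galphao activated with aluminum fluoride binding bead-coupled RGS4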
Bim-Bcl-W = inhibitors of Bim-Bcl-W interaction, human; bead-based flow cytometry, Bim peptide-Bcl-W binding; Q92843; inhibition, % at 10 µM; 190,000 tested, 0.02% active;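 also: 0% = bound tracer without compound and 100% = peptide blocker; higher means less fluorescent Bim peptide bound to Bcl-W beads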
Target sequence (Q92843 whole entry, looked up): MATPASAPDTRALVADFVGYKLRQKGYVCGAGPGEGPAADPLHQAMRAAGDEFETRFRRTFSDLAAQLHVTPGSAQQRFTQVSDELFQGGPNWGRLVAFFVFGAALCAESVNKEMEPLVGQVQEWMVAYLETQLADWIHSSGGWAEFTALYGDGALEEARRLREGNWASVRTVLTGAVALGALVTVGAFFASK
GSH fluor = GSH bead compound fluorescence profile | GSH beads flow cytometry, compound fluorescence 488/530 nm; hits give high values | fluorescence (KMESF) at 10 µM | 190,000 tested, 0.25% active; in the data active = fluorescence above about 89;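 also: glutathione beads carrying GST-tagged Bcl family fusion proteins plus one bare bead set; values are compound well signal with DMSO vehicle wells as background; inactives centre near 16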
Bim-Bcl-2 = human Bim-Bcl-2 interaction inhibition | Bead-based flow cytometry, Bim peptide-Bcl-2 binding | inhibition, % at 10 µM | AID 950 | P10415 | 190,000 tested, 0.06% active; in the data active = inhibition above about 40%; inconclusive = no clear call, values can overlap the other calls;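 also: 0% = no compound wells with probe peptide and 100% = reference peptide inhibitor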
Bcl-XL Bim block = inhibitors of Bim-Bcl-XL interaction, human. Q07817. Bim peptide-Bcl-XL binding, bead flow cytometry, fluorescence. inhibition, % at 10 µM. 190,000 tested, 0.04% active. AID 1007
Target sequence (Q07817 whole entry, looked up): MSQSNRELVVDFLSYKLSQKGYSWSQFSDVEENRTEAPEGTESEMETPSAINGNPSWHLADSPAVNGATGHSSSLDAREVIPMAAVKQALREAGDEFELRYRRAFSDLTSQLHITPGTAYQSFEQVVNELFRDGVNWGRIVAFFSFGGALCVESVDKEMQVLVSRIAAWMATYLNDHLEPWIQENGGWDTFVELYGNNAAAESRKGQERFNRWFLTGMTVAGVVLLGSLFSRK
RGS8-Gao = regulators of human RGS8-Galphao interaction. multiplexed bead flow cytometry, RGS8-Galphao binding; actives lie on both sides. AID 1423. 220,000 tested, 0.34% active. response (percent of control binding), % at 10 µM. P09471; in the data active = response below about 60% or above about 140%; inactive = in between;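 also: Galphao activated as the GDP aluminium fluoride complex binding bead-coupled RGS8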
* hit, by the source's call; ? = inconclusive. Rule as the data show it, unless noted: active = inhibition above about 40%.

SMILES	Bim-Mcl-1	Bim-Bfl-1	Mcl1 Bid PPI	RGS7-Gao reg	Bim-Bcl-B	RGS4-Gao reg	Bim-Bcl-W	GSH fluor	Bim-Bcl-2	Bcl-XL Bim block	RGS8-Gao
CC12CN3CC(C)(CN(C1)C3c1ccc(Br)cc1O)C2 (stereo not drawn)	1	-6	-18	93	0	88	7	9	-1	2	88
COCCNc1nc2nonc2nc1N(C)Cc1ccc(C)cc1	-2	-3	-50	101	-11	97	-2	17	-8	-3	99
COC(=O)Nc1ncc(CN2C(=O)c3ccccc3C2=O)s1	1	-11	-5	103	-7	101	-2	35	-6	-7	103
COc1ccc(C(=O)NCCCN2CCOCC2)cc1S(=O)(=O)N1CCCc2ccccc21	-1	-3	-28	98	0	103	-1	15	-2	-2	103
Cc1ccccc1N1CCN(C(=O)c2ccccc2NC(=O)C2CC=CCC2C(=O)O)CC1 (stereo not drawn)	2	-13	23	100	-6	100	-2	25	-12	-5	101
O=C1CSC(c2ccco2)N1 (stereo not drawn)	-9	-11	7	101	-8	101	-4	36	-10	-10	103
COC(=O)c1cc(CSc2nc3ccccc3[nH]2)oc1C	-1	-5	-26	90	-1	89	-4	68	-3	-2	94
CC(C)c1cc(Br)ccc1OCCN1C(=O)NC(C)(C)C1=O	-3	-7	-18	105	-4	100	-1	10	-4	-3	100
Cc1[nH]n(-c2ncc(-c3ccccc3)s2)c(=O)c1C(c1ccc(Br)cc1)C(C#N)C#N (stereo not drawn)	-6	-14	28	82	-5	79	-6	18	-7	-13	88
Cc1ccsc1/C=N/NC(=O)CNC(=O)c1ccc(S(=O)(=O)N2CCOCC2)cc1	-4	0	8	95	-4	99	-3	66	0	-1	103

The list goes on; it opens with the three that closed the last part.
SMILES	Bim-Mcl-1	Bim-Bfl-1	Mcl1 Bid PPI	RGS7-Gao reg	Bim-Bcl-B	RGS4-Gao reg	Bim-Bcl-W	GSH fluor	Bim-Bcl-2	Bcl-XL Bim block	RGS8-Gao
CC(C)c1cc(Br)ccc1OCCN1C(=O)NC(C)(C)C1=O	-3	-7	-18	105	-4	100	-1	10	-4	-3	100
Cc1[nH]n(-c2ncc(-c3ccccc3)s2)c(=O)c1C(c1ccc(Br)cc1)C(C#N)C#N (stereo not drawn)	-6	-14	28	82	-5	79	-6	18	-7	-13	88
Cc1ccsc1/C=N/NC(=O)CNC(=O)c1ccc(S(=O)(=O)N2CCOCC2)cc1	-4	0	8	95	-4	99	-3	66	0	-1	103
COCc1[nH][nH]c(=O)c1C=NCC(=O)OC	0	-5	-17	?	-3	105	-3	10	-6	0	103
COc1ccc(NC(=O)OCC(C)C)cc1OC	-3	0	-23	95	-5	99	-3	24	-2	-4	96
Cc1cccc(Nc2nc(CC(=O)O)cs2)c1	-2	5	-79	?	0	100	0	13	0	0	102
COc1ccc(NC(=S)NC(NC(C)=O)C(Cl)(Cl)Cl)c([N+](=O)[O-])c1 (stereo not drawn)	-8	3	-23	101	-17	98	-6	11	-3	-11	97
Cc1ccc(-c2cc3nc(-c4ccccc4)cc(N)n3n2)cc1	4	4	-12	100	0	99	-1	27	6	2	103
CCN(CC)N=Nc1ccc(S(=O)(=O)N2CCSC2C(=O)O)cc1 (stereo not drawn)	0	-4	-7	95	-2	99	-1	11	-1	-2	101
CCOC(=O)COc1ccc2c(=O)c(-c3ccccc3OC)coc2c1	-2	-6	-32	?	-4	98	0	11	-1	-1	100
CCCCS/C(N)=N/N=C/c1ccccc1O	-3	-2	13	98	0	104	-5	10	-2	-1	97
CCN1CCN(S(=O)(=O)c2ccc(S(=O)(=O)NCC3CCCO3)cc2)CC1 (stereo not drawn)	-2	6	-12	101	-3	100	2	23	2	3	100
O=C(/C=C(\O)c1ccc(Cl)cc1)C(=O)NNC(=O)C(O)(c1ccccc1)c1ccccc1	-2	-17	-35	96	-5	100	0	24	-11	-7	100
CC1CCCN(CCC(=O)Nc2ccc(Br)cc2)C1 (stereo not drawn)	0	2	1	100	-1	102	0	25	2	-3	102
Cc1cccc(NC(=O)CC2C(=O)NCCN2C(=S)Nc2ccccc2)c1 (stereo not drawn)	-2	1	-93	121	-10	106	0	26	-7	0	104
O=C(C1=C(O)C(=O)N(CCc2ccccc2)C1c1ccncc1)c1cc2ccccc2o1 (stereo not drawn)	-2	-3	-24	?	-3	102	0	12	-1	-2	100
COc1ccc(CCNC(=O)c2c[nH]c3ccccc3c2=O)cc1OC	-4	-11	-10	100	-9	101	-4	13	-4	-11	101
O=Cc1cccn1-c1cccc([N+](=O)[O-])c1	-3	6	-13	98	1	93	10	10	1	5	99
O=C(COc1cc(Cl)c(Cl)cc1Cl)NCCN1CCOCC1	-1	-11	-10	105	-4	102	-2	26	-6	-4	101
CCC(Oc1ccccc1)C(=O)N(Cc1ccccc1)c1ccccn1 (stereo not drawn)	0	0	-12	90	-1	93	0	24	-1	-2	97
Cn1ncc2nnn(-c3ccccc3)c(=O)c21	0	-11	-1	98	-7	92	3	51	-7	-2	99
Cc1ncoc1C(=O)NCc1ccccc1Cl	-1	-18	-38	91	-6	92	0	33	-7	-9	94
O=C(Nc1nc(-c2ccccc2)cs1)C1CCCN(S(=O)(=O)c2ccccc2)C1 (stereo not drawn)	-1	-1	12	102	-3	100	-1	13	-5	0	102
CCCn1c(SCC(=O)N(CC)CC)nnc1-c1ccncc1	0	-2	-38	100	-2	105	-3	22	0	0	100
COCCNC(=S)N1CCCC(CO)C1 (stereo not drawn)	3	0	-47	95	0	98	1	21	1	1	97
Cc1cc(C)n(-c2ccc(C(=O)OCC(=O)c3ccc(Br)s3)cc2)n1	4	2	-23	105	2	105	1	12	2	1	107
CC(=O)NC(c1ccccc1)c1nc2ccccc2[nH]1 (stereo not drawn)	-4	-2	10	98	0	100	-3	12	-3	0	98
O=C(CSc1nnc2c(n1)[nH]c1ccc(F)cc12)OCc1ccccc1	0	-8	-6	97	-8	99	1	10	-2	-3	99
OC1CCCN(c2ncnc3c2nnn3Cc2c(F)cccc2Cl)C1 (stereo not drawn)	0	4	-14	103	-4	102	6	10	-1	2	118
Cc1ccc(C2C(C#N)=C(N)SC(N)=C2C#N)cc1	-5	-6	-26	102	-11	102	-4	25	-11	-19	102
CC(=O)c1cc(CC(=O)N2CCc3c([nH]c4ccccc34)C2c2ccccn2)cs1 (stereo not drawn)	-2	-8	-12	100	-5	99	-3	12	-3	-5	98
CCCCC(NC(=O)c1cccc(Br)c1)C(=O)O (stereo not drawn)	0	-5	9	101	-1	99	-2	10	-6	-1	103
c1cncc(-c2nnc3n2C2(CCCCC2)Cc2ccccc2-3)c1	0	1	-10	99	-1	101	0	14	2	-2	103

Full records as entered above.
`CCCn1c(SCC(=O)N(CC)CC)nnc1-c1ccncc1` across the screens: Bim-Mcl-1: 0; Bim-Bfl-1: -2; Mcl1 Bid PPI: -38; RGS7-Gao reg: 100; Bim-Bcl-B: -2; RGS4-Gao reg: 105; Bim-Bcl-W: -3; GSH fluor: 22; Bim-Bcl-2: 0; Bcl-XL Bim block: 0; RGS8-Gao: 100
`COCCNC(=S)N1CCCC(CO)C1` (stereo not drawn) across the screens: Bim-Mcl-1: 3; Bim-Bfl-1: 0; Mcl1 Bid PPI: -47; RGS7-Gao reg: 95; Bim-Bcl-B: 0; RGS4-Gao reg: 98; Bim-Bcl-W: 1; GSH fluor: 21; Bim-Bcl-2: 1; Bcl-XL Bim block: 1; RGS8-Gao: 97

Further compounds:
SMILES	Bim-Mcl-1	Bim-Bfl-1	Mcl1 Bid PPI	RGS7-Gao reg	Bim-Bcl-B	RGS4-Gao reg	Bim-Bcl-W	GSH fluor	Bim-Bcl-2	Bcl-XL Bim block	RGS8-Gao
O=C(c1cccc(S(=O)(=O)N2CCCC2)c1)c1cccc(S(=O)(=O)N2CCCC2)c1	0	-1	6	100	0	106	0	15	0	0	104
CC1(C)NC(=O)N(CCCCOc2ccc(Br)cc2Cl)C1=O	-2	-17	-13	100	-8	102	-1	24	-9	-8	101
CC(=C/c1ccc(C(C)C)cc1)/C=N/NC(=O)c1ccncc1	1	-9	-12	98	-2	98	-2	12	-3	-4	103
O=C(NCc1ccccc1)c1ccc(S(=O)(=O)N2CCCC2)cc1	0	-11	6	97	-3	101	2	11	-8	-4	103
COc1ccc2c(c1OC)C(=O)N(c1ccc3c(c1)CCC3)C2=O	0	4	-8	103	4	103	4	19	-2	4	103
Cc1ccc(S(=O)(=O)N2CCC(C(=O)O)CC2)cc1C(=O)O	-2	-18	49	98	-8	95	-3	26	-11	-9	97
CC(=O)N/N=c1\sc2ccccc2n1C	-2	-4	-28	85	-7	97	-3	13	-2	-2	98
CN(C)c1nc(-c2ccccc2)c2cnn(Cc3ccccc3)c2n1	0	-1	-28	110	-1	105	-1	22	-1	-1	103
COc1ccc(NC(=O)C23CC4CC(C2)CC(n2cnc(Br)n2)(C4)C3)c(OC)c1	0	-11	8	102	-6	101	3	39	-6	-7	103
Cc1ccc(NC(=O)CCSc2ccccn2)cc1	-5	-3	-33	115	-13	112	-7	8	-4	-6	115
O=C(NCn1ccc(=O)[nH]c1=S)c1ccccc1	-2	1	-23	103	-19	101	0	13	0	0	99
CCN(CC)S(=O)(=O)c1ccc(-c2nnc(SCC(=O)Nc3ccc4c(c3)OCO4)o2)cc1	-2	15	25	100	2	100	-5	4	7	3	102
CCOC(=O)c1csc(NC(=O)CSc2nnnn2-c2ccc(OC)cc2)n1	-3	-2	-28	102	-3	105	0	8	-2	-3	104
CCCOc1ccc(C(=O)c2nc3c(n2O)CCCCC3)cc1	3	-1	-10	94	0	96	-4	19	-1	0	96
O=S(=O)(NCc1cccnc1)c1ccc(Cl)s1	0	-4	-23	101	0	100	-2	11	-3	-3	100
O=C(COc1cccnc1[N+](=O)[O-])NCCc1ccc(Cl)cc1Cl	-1	-7	-11	100	-5	102	-4	13	-4	-3	101
Cc1ccccc1C(=O)NC(=S)Nc1ccc(N2CCOCC2)cc1	-6	-1	-43	96	-13	93	-6	9	-5	-8	97
CCOC(=O)C1(Cc2ccccc2)CCCN(Cc2ccccn2)C1 (stereo not drawn)	-7	-7	-43	104	-5	103	-3	13	-5	-5	104
CCOc1ccccc1Nc1ncccc1C(=O)N1CCCC1	17	-2	-25	100	1	97	-1	11	0	-3	93
Fc1ccccc1N1CCN(c2nc3ccccc3n3nnnc23)CC1	-1	0	-18	103	1	100	0	16	-1	0	101
O=C(Nc1ccc2c(c1)OCCO2)c1cccc(S(=O)(=O)N2CCCCC2)c1	0	-7	-8	99	-5	100	5	43	-7	-3	101
Cc1ccc(S(=O)(=O)NCCc2nnc3ccc(SCC(=O)Nc4nc5ccccc5s4)nn23)cc1	-2	2	-39	109	-8	105	0	8	1	-5	114
O=C(NN=C1CCCCCCC1)C(=O)NC1CCCCC1	-5	-17	-12	99	-9	99	-1	35	-12	-7	100

Part of the list above with just RGS4-Gao reg, RGS7-Gao reg and Bim-Bcl-B:
mol | RGS4-Gao reg | RGS7-Gao reg | Bim-Bcl-B
CCOc1ccccc1Nc1ncccc1C(=O)N1CCCC1 | 97 | 100 | 1
CCCOc1ccc(C(=O)c2nc3c(n2O)CCCCC3)cc1 | 96 | 94 | 0

No enrichment for hits (roughly 1.8% active in at least one column).
